Screening data deposited in PubChem by National Center for Advancing Translational Sciences (NCATS).
AmpC det inh: blocks E. coli AmpC beta-lactamase in presence of detergent; P00811; purified AmpC, nitrocefin hydrolysis with detergent; Potency, µM (doses to about 28.7 µM), inactives show at the highest dose activity change, negative = inhibition; 71,000 tested, 0.09% active; AID 584; active means well fitted curve in the direction sought with a large enough effect
Target sequence (P00811 whole entry, looked up): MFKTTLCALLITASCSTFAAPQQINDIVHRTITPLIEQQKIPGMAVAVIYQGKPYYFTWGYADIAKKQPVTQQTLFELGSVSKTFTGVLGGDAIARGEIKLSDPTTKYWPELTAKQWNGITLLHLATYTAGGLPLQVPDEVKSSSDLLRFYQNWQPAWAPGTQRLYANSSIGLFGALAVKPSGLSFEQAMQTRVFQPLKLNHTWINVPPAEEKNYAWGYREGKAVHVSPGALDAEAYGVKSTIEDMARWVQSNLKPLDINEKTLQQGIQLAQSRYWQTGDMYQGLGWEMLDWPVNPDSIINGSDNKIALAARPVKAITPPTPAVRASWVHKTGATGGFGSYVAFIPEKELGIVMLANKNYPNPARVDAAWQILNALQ
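E. coli AmpC (5.3 nM) in 20 mM phosphate pH 7.0 with 0.01% Triton X-100, preincubated 15 min RT with compound; nitrocefin (2 uL of 800 uM stock) hydrolysis followed by 480 nm absorbance every 20 s over 4 min.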
* = called active by the depositor; [ ] = another dose, or the depositor's remark. On the % scale 0 is the no-effect control and ±100 the full control effect; potency means the concentration at half of the fitted maximal effect.

SMILES	AmpC det inh
CCOC(=O)c1sc2nc(CC(=O)OC)nc(NCCN3CCOCC3)c2c1C	-4%
O=C(OCC(=O)N1CCc2ccccc21)C1=COCCO1	0%
CCn1c(SCC(=O)NCCc2ccc(Cl)cc2)nnc1-c1cccs1	2%
O=C(/C=C\c1ccc(O)c(O)c1)O[C@@H](Cc1ccc(O)c(O)c1)C(=O)O	-5%
Cn1cccc1C(=O)NC(=O)CSc1nnc(C2CC2)n1-c1ccccc1	-3%
Cc1ccc(CCNC(=O)C2CCN(S(=O)(=O)c3c(C)nn(C)c3C)CC2)cc1	2%
CCOC(=O)CC(N)c1ccc2c(c1)OCO2 (stereo not given)	-1%
Cc1nnc(NC(=O)c2c(F)c(F)c(F)c(F)c2F)s1	-1%
NC(=O)c1ccccc1N=Cc1ccccn1	-6%
CSc1cc2c(cc1C(F)(F)F)N(C(=O)Nc1cccnc1)CC2	1%
N#Cc1ccccc1N=C1CCCN1Cc1ccccc1	0%
Cn1c(Cn2c(=O)sc3ccccc32)nnc1SCc1cccc(F)c1	4%
O=C1C(C=NCCN2CCOCC2)=C(O)c2ccccc21	-1%
COc1ccc(C2C3=C(CC(C)(C)CC3=O)Oc3ncn(CC(C)C)c(=N)c32)cc1 (stereo not given)	16%
Cc1csc(=O)n1CCC(=O)O	25%
COc1ccc(Cn2nnnc2C(c2cc3cc(C)ccc3[nH]c2=O)N2CCOCC2)cc1 (stereo not given)	-4%
COc1ccc(C(=O)N2CCC3(CC2)CCN(C(c2ccccc2)c2ccccc2)CC3)cc1	-3%
COc1ccc(S(=O)(=O)N(C)CC(=O)Nc2c(F)cccc2F)cc1	-4%
O=C(NC1=NCCS1)Nc1ccccc1	-4%
CCC/C=C(\CCC)C(NS(=O)(=O)c1ccc(C(F)(F)F)cc1)c1ccc(-c2ccccc2)cc1 (stereo not given)	-1%
CCN(C(=O)CN1CCN(C)CC1)c1cccc2ccccc12	1%
Cc1c(N(C)CS(=O)(=O)O)c(=O)n(-c2ccccc2)n1C	2%[12.8 µM]
O=C(c1ccncc1)C12CN3CN(CN(C3)C1)C2	5%
CCCOC(=O)c1ccc(NC(=O)CCC(=O)OCC)cc1	-1%
C=CC(=O)OCCO	13%

Reprinted from the part before: 2 entries; new compounds follow.
SMILES	AmpC det inh
CCCOC(=O)c1ccc(NC(=O)CCC(=O)OCC)cc1	-1%
C=CC(=O)OCCO	13%
COc1ccc(OC)c(CC(=O)O)c1	0%
C/C(=C1/SC(N2CCCC2)=NC1=O)c1ccc(Br)cc1	-5%
CCOC(=O)C1=C(C)Nc2nnnn2C1c1c[nH]c2ccccc12 (stereo not given)	-5%
N#CCSc1n[nH]c2nc3c(c(=O)n12)C1(CCCC1)Cc1ccccc1-3	-1%
COc1ccc(-c2nc(C#N)c(NCCCN(C)C)o2)cc1OC	-3%
CCN(CC)C(=O)CSc1nnc(-c2ccc(F)cc2)n1N	-5%
COc1ccc(N2C(=O)CN=C2Nc2cccc(C)c2C)cc1OC	0%
CCC(Sc1nccn1C)C(=O)Nc1nnc(C)s1 (stereo not given)	8%
Cc1ccc(C)c(/C(O)=C2\C(=O)C(=O)N(CCCN3CCOCC3)C2c2cccnc2)c1 (stereo not given)	-1%
CCc1ccccc1NC(=O)N[C@@H](C)C(=O)O	-1%
COc1cc(C(=O)N2CCN(C(=O)C3CC3)CC2)cc(OC)c1OC	-2%
Cn1c(=O)[nH]c(=O)c2c1nc(NCc1ccco1)n2CCCc1ccccc1	15%
COc1ccc(CCN2CC(C(=O)O)CC2=O)cc1 (stereo not given)	-2%
CC1(C)CC(=O)c2sc(NC(=O)CN3CCOCC3)nc2C1	0%
CN1CCCN(C(=O)c2ccc(Cl)c(S(=O)(=O)N(C)c3ccccc3)c2)CC1	-2%
O=C(c1ccco1)N1CCN(c2nc3ccsc3c(=O)s2)CC1	14%
CCOC(=O)c1nnn(-c2nonc2NC(C)=O)c1C	-1%
CCN1C(=O)CC(N2CCC(C(=O)N3CCOCC3)CC2)C1=O (stereo not given)	-3%
COC(=O)c1cc2ccsc2n1CC(=O)Nc1ccc(N(C)C)cc1	-1%
COc1ccc(N(CC(=O)Nc2ccc(C)c(C)c2)S(=O)(=O)c2c(C)n[nH]c2C)cc1	-2%
O=C(COC(=O)Cc1ccsc1)NC1CCCCCC1	0%
CCN(CC)c1ccc(N=Cc2c(O)n(CCC3=CCCCC3)c(=O)[nH]c2=O)cc1	-4%
O=S(=O)(c1ccc(N2CCN(S(=O)(=O)c3ccc4c(c3)OCCO4)CC2)nc1)N1CCCC1	-3%
COc1ncc2nc(C)c(=O)n(C)c2n1	0%
CO[C@@H]1C[C@H](O[C@H]2[C@@H](C)[C@H](O[C@@H]3O[C@@H](C)C[C@@H](N(C)C)[C@@H]3OC(C)=O)[C@H](C)C[C@]3(CO3)C(=O)[C@H](C)[C@H](OC(C)=O)[C@H](C)[C@H](C)OC(=O)[C@@H]2C)O[C@H](C)[C@@H]1OC(C)=O	-2%[12.8 µM]

Brought forward from above: 7 entries, followed by the next part.
SMILES	AmpC det inh
COC(=O)c1cc2ccsc2n1CC(=O)Nc1ccc(N(C)C)cc1	-1%
COc1ccc(N(CC(=O)Nc2ccc(C)c(C)c2)S(=O)(=O)c2c(C)n[nH]c2C)cc1	-2%
O=C(COC(=O)Cc1ccsc1)NC1CCCCCC1	0%
CCN(CC)c1ccc(N=Cc2c(O)n(CCC3=CCCCC3)c(=O)[nH]c2=O)cc1	-4%
O=S(=O)(c1ccc(N2CCN(S(=O)(=O)c3ccc4c(c3)OCCO4)CC2)nc1)N1CCCC1	-3%
COc1ncc2nc(C)c(=O)n(C)c2n1	0%
CO[C@@H]1C[C@H](O[C@H]2[C@@H](C)[C@H](O[C@@H]3O[C@@H](C)C[C@@H](N(C)C)[C@@H]3OC(C)=O)[C@H](C)C[C@]3(CO3)C(=O)[C@H](C)[C@H](OC(C)=O)[C@H](C)[C@H](C)OC(=O)[C@@H]2C)O[C@H](C)[C@@H]1OC(C)=O	-2%[12.8 µM]
C=CCn1c(SCc2ccc(Cl)cc2)nc2c1c(=O)[nH]c(=O)n2C	0%
O=c1c2[nH]c3ccc(Cl)cc3c2ncn1Cc1ccccn1	-5%
Nc1nc(C2C(=O)CCCC2=O)cs1	1%
O=c1[nH]c(=O)n(-c2cccc(Cl)c2)c(O)c1C=NCCCN1CCOCC1	-7%
CC(=O)c1ccc(-c2nc3ccccc3n2C)o1	-7%
O=C(Nc1nc2ccccc2n1CCN1CCOCC1)c1cn(-c2ccccc2)nc1-c1ccccc1	-4%
Cc1ccc(N)c([N+](=O)[O-])c1	9%
COCCn1c(-c2ccccc2)nc2oc3ccccc3c(=O)c2c1=O	-2%
Cc1ccc(S(=O)(=O)N2CCCC2C(=O)NCc2ccco2)cc1 (stereo not given)	0%
c1ccc(-c2nn3c(-c4ccco4)nnc3s2)nc1	0%
CN1CCN(CCc2ccc(Cl)c(Cl)c2)CC1	0%
COC(=O)CN(C(=O)CSc1nnc(-c2cccc(OC)c2)o1)c1ccc(OC)cc1	5%
CCN1C(=O)/C(=C\N2CCN(C)CC2)SC1=S	0%
CC1NC(=O)NC1CCCCC(=O)O (stereo not given)	11%
CC1CCC(C(=O)NC(C(=O)N2CCN(c3ccccn3)CC2)C(C)C)CC1 (stereo not given)	13%
Cc1noc(C)c1C(=O)N1CCC2(CC1)CCN(C(c1ccccc1)c1ccccc1)CC2	-1%
O=C(Cc1nn[nH]n1)NCc1ccccc1Cl	11%
O=C(NCc1ccncc1)c1ccc(Cl)c(S(=O)(=O)N2CCOCC2)c1	-1%
O=C1O[C@H]([C@@H](O)CO)C(O)=C1O	8%
CCOC(=O)C1CCN(S(=O)(=O)c2nc3nc(C)cc(C)n3n2)CC1	-2%
COCCNC(=O)C(c1cccs1)N(C(=O)Cn1nnc2ccccc21)c1cccc(C)c1 (stereo not given)	-2%
CC(NC(=O)CSc1n[nH]c(=O)n1C1CC1)C12CC3CC(CC(C3)C1)C2 (stereo not given)	0%
CCCCN1C(=O)C(O)(CC(=O)c2ccco2)c2cc(Br)ccc21 (stereo not given)	12%
CCOC(=O)c1ccccc1NC(=O)COC(=O)C1=COCCO1	-7%
COCCn1c(=O)c(C)nc2cnc(N3CCN(C)CC3)nc21	-2%

Some of these compounds in order of formula weight, rising.
SMILES	AmpC det inh
CC1NC(=O)NC1CCCCC(=O)O (stereo not given)	11%
CCN1C(=O)/C(=C\N2CCN(C)CC2)SC1=S	0%
O=c1c2[nH]c3ccc(Cl)cc3c2ncn1Cc1ccccn1	-5%
COCCn1c(=O)c(C)nc2cnc(N3CCN(C)CC3)nc21	-2%
CCOC(=O)c1ccccc1NC(=O)COC(=O)C1=COCCO1	-7%

Continuation:
SMILES	AmpC det inh
CCOC(=O)C1CCCn2c1nc1sc3c(c1c2=O)CCCC3 (stereo not given)	-3%
CCn1cc(C(=O)NCC2CCCO2)c(=O)c2cc(S(=O)(=O)N(C)C3CCCCC3)ccc21 (stereo not given)	11%
COc1ccccc1-n1cnnc1SCC(=O)c1ccc[nH]1	-5%
Nc1ccc(-c2ccccc2)cc1	12%
CCOc1nc(-c2ccccc2)ccc1-c1noc(-c2ccc(OC)c(OC)c2)n1	5%
CCOC(=O)Cc1ccc(NS(=O)(=O)c2ccc(SC)cc2)cc1	0%
COc1ccc(CN(C(=O)CN2C(=O)C(C)Oc3ccccc32)C2CCCC2)c(OC)c1 (stereo not given)	-1%
O=C(O)CCn1c(=O)[nH]c2ccccc2c1=O	11%
O=C(COc1ccccc1)N1CCc2ccccc2C1	0%
Clc1ccccc1-c1cncnc1NCCN1CCOCC1	8%
CCCCN(C)CCCNC(=O)CC1Oc2ccccc2NC1=O (stereo not given)	13%
Cc1cc(Cl)c(S(=O)(=O)NCc2cccnc2)cc1OCC(N)=O	-1%
Cc1ccc(C)c(N(CC(=O)NCCSCc2ccco2)S(C)(=O)=O)c1	-4%
CS(=O)(=O)N(CC(=O)NCC1CCCO1)Cc1ccc(Cl)cc1 (stereo not given)	-2%
O=C(CCCOc1ccccc1)Nc1nncs1	-1%
Cc1c(N(C)C(=O)c2ccccc2F)c(=O)n(-c2ccccc2)n1C	12%
Cc1c(N(C)C(=O)C2CCCN2S(=O)(=O)c2ccccc2)c(=O)n(-c2ccccc2)n1C (stereo not given)	0%
CCCCn1c(SCC(=O)N(CC)C2CCS(=O)(=O)C2)nnc1C(CC)N(C)C (stereo not given)	-4%
Cc1noc(C)c1COC(=O)c1ccc(S(=O)(=O)NCc2ccco2)cc1	0%
COC(=O)c1ccccc1NC(=O)CN(C)S(=O)(=O)c1cc(C)ccc1OC	3%
CCOc1ccc(-n2c(SCC)nc3c(c2=O)SCC3)cc1	-2%
CCOC(=O)Nc1ccc2c(c1)N(C(=O)CN(CC)CC)c1ccccc1C=C2	-1%
COc1ccc(CCNC(=O)CS(=O)Cc2nc(-c3cccs3)oc2C)cc1OC (stereo not given)	-1%
CC1(C)NC(=O)N(CCOCCSc2ccccc2)C1=O	3%
Cc1cc(=O)[nH]c(SCC(N)=O)c1C#N	-1%

Entries from the list above that contain bromine (two):
SMILES	AmpC det inh
C/C(=C1/SC(N2CCCC2)=NC1=O)c1ccc(Br)cc1	-5%
CCCCN1C(=O)C(O)(CC(=O)c2ccco2)c2cc(Br)ccc21 (stereo not given)	12%

Following part.
SMILES	AmpC det inh
CC(=O)N1c2ccccc2N(Cc2ccc(C)cc2C)C(=O)C1(C)C	16%
Cc1cc(Nc2ccc(N=Nc3ccc(O)c4ncccc34)cc2)nc(C)n1	-1%[5.75 µM]
O=C(O)CSc1nnc(-c2cc3ccccc3o2)n1-c1ccccc1	-13%
CN1C[C@H](C(=O)N[C@]2(C)O[C@@]3(O)[C@@H]4CCCN4C(=O)[C@H](Cc4ccccc4)N3C2=O)C=C2c3cccc4[nH]cc(c34)C[C@H]21	2%
CSc1ccccc1C(=O)NCCSC(C)(C)C	0%
N=c1n(Cc2ccc(Cl)cc2)c2ccccc2n1CC(O)c1ccco1 (stereo not given)	-2%
Oc1ccc2ccccc2c1Cc1c(O)ccc2ccccc12	17%[5.75 µM]
CC1(C)CC(=O)C(C=NCCN2CCN(C(=O)Cc3ccc(Cl)cc3)CC2)=C(O)C1	-3%
O=C(Nc1ccc(O)cc1C(=O)O)c1ccc2c(c1)C(=O)N(Cc1ccco1)C2=O	0%
COc1ccccc1C(=O)N1CCNC(=O)C1CC(=O)Nc1ccc(Cl)cc1 (stereo not given)	-2%
O=C(Nc1cccc2ncccc12)c1ccc2c(c1)OCCO2	-4%
CCCNC(=O)Nc1cc(OCC)c(N2CCOCC2)cc1OCC	1%
CC1(C)CC(=O)c2sc(N)nc2C1	-3%
Cc1ccccc1-n1c(O)c(C=NCCN2CCOCC2)c(=O)[nH]c1=O	-1%
COc1cccc(CNC(=O)C2CCCN(c3nc4ccccc4o3)C2)c1 (stereo not given)	-2%
O=C1NCCCc2nonc21	-3%
Cc1cc(C)n2nc(C(=O)N3CCOCC3)nc2n1	1%
CSCCC(NC(=O)c1ccco1)C(=O)OCC(=O)Nc1sccc1C#N (stereo not given)	-6%
Nc1nnnn1/N=C/C=C/c1ccccc1	-1%
Cc1ccc(CNC(=O)C2CC(=O)N(C3CCCCCCC3)C2)cc1 (stereo not given)	-1%
COCCn1c(C)cc(C(=O)CSc2ncnc3sc4c(c23)CCC4)c1C	-1%
Cc1cc(-c2ccccc2)c2nncn2n1	0%
CN(C(=O)Cc1ccccc1)[C@H](CN1CCCC1)c1ccccc1	1%
COc1ccccc1Oc1cc(C#N)c(C#N)cc1-n1nnc2ccccc21	-1%
CCOc1ccccc1C1CC(=O)Nc2cc(OC)c(OC)c(OC)c21 (stereo not given)	-4%
Continued:
SMILES	AmpC det inh
COC(=O)CN(c1ccc(F)cc1)S(=O)(=O)c1ccc2c(c1)OCCO2	-1%
COc1ccc(NC(=O)C(Cc2ccccc2)NC(=O)c2ccco2)cc1OC (stereo not given)	-4%
CCOC(=O)C1CCCN(C(=O)c2sc3nc(-c4ccc(F)cc4)cn3c2C)C1 (stereo not given)	-3%
Cc1onc(-c2ccccc2)c1C(=O)Nc1nnc(N2CCCCCC2)s1	14%
CCCS(=O)(=O)O	-1%[5.75 µM]
CC(=O)N1CCc2cc(S(=O)(=O)NCCC(=O)NCCc3ccc(C)cc3)ccc21	-1%

An excerpt (hit frequency here may not be typical).
